TDP1 cell CPT: DT40-hTDP1 cell growth loss with CPT; chicken DT40 Tdp1-/-;hTDP1 cells + 20 nM CPT, ATP luminescence, 48 h; Potency, µM (top dose mostly 46.2 µM), without a hit: at the highest dose activity change, negative = growth inhibition, usual class: inhibitors; 12% of 420,000 active; note: nearly all actives have a fitted effect of over 55% in size
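Chicken DT40 Tdp1-/- cells stably complemented with human TDP1 were seeded at 400 cells/well in medium containing 20 nM camptothecin, exposed to pin-transferred compounds, and grown at 37 °C for at least 48 hr. Viability was read as ATP luminescence.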
TDP1 block: TDP1 (human) enzyme inhibition. Potency, µM (top dose mostly 130 µM), for inactives: at the highest dose activity change, negative = inhibition, usual class: inhibitors. AID 485290. recombinant TDP1, AlphaScreen DNA substrate cleavage. 0.28% of 350,000 active. Q9NUW8; note: nearly all actives have a fitted effect of over 40% in size
Target sequence (Q9NUW8 whole entry, looked up): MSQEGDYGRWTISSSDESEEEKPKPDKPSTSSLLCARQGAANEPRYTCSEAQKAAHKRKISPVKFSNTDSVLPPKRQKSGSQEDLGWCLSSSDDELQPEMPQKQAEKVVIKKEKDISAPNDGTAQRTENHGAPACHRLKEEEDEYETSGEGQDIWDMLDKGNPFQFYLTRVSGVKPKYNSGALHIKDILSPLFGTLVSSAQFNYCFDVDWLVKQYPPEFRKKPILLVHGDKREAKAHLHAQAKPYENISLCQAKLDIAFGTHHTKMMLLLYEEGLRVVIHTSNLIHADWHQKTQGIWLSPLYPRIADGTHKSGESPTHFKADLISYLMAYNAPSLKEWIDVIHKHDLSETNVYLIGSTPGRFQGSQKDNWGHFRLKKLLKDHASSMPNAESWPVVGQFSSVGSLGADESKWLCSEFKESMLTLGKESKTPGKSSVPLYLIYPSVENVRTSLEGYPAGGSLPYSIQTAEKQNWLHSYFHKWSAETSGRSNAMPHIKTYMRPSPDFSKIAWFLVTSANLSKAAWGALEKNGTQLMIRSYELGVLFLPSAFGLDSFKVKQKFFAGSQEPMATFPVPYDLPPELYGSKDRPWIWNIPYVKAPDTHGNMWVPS
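Enzyme-compound mixtures sat 15 min at room temperature, followed by a 5 min reaction with 15 nM final substrate and 10 min with AlphaScreen beads. Recombinant human Tdp1 was used at 1 nM final.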
TDP1 cell noCPT: qHTS for Inhibitors of human tyrosyl-DNA phosphodiesterase 1 (TDP1): qHTS in cells in absence of CPT; DT40 Tdp1-/- hTDP1 cells, no CPT, ATP luminescence, 48 h; Potency, µM (series often up to 46.2 µM), without a hit: at the top dose activity change, negative = growth inhibition, most hits filed as inhibitors; 15% of 420,000 active; note: nearly all actives have a fitted effect of over 55% in size
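Seeded 400 DT40-hTDP1 cells/well (vehicle DMSO, no 20 nM CPT); pinned compounds; ≥48 hr at 37 °C; CellTiter-Glo luminescence as viability measure.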
Active calls of the source: *; ? = inconclusive; · = no result given; & = joins results of further samples; [ ] = another dose, or the depositor's remark. Calls come from the whole dose curve; as a rule, active = well fitted curve in the direction sought with a large enough effect; inconclusive = small, poorly fitted or top-dose-only effect, or another doubt; inactive = no such curve, though single readings can be large; an effect the other way counts as inactive or inconclusive. % is set by controls: 0 for no effect and ±100 for the full control effect; potency is the fitted concentration of half-maximal effect.

SMILES	TDP1 cell CPT	TDP1 block	TDP1 cell noCPT
COc1ccc(O)c(CN2CCN(CCc3ccccc3)C(CCO)C2)c1 (centres undefined)	-2%	1%	-4%
COc1ccccc1CCC(=O)OCC(=O)Nc1ccc2[nH]c(=O)[nH]c2c1	-13%	·	-2%
COc1ccc(NC(=O)C2CCC(CNc3c(N4CCC(C)CC4)c(=O)c3=O)CC2)cc1OC (centres undefined)	-5%&-1%	6%	-12%&-3%
O=C(O)CC(NC(=O)Cc1ccccc1)c1ccccc1 (centres undefined)	-5%	6%	-2%
COc1ccc(C(=O)c2c(C)oc3cc([N+](=O)[O-])c(O)c([N+](=O)[O-])c23)cc1	-1%	5%	-19%
COc1ccc(C2(C)NC(=O)N(CC(=O)Nc3ccc(C)cc3Br)C2=O)cc1OC (centres undefined)	-2%	-6%	-13%
C=Cc1ccc(Cn2c(C)c(CNCCc3ccc(OCC)cc3)c(C(=O)O)c2C)cc1	?	5%	?
COc1ccc(CCN=CC2=C(O)CCCC2=O)cc1OC	2%	4%	-4%
Cn1c(Cn2nnc3ccccc32)nnc1SCC(=O)c1ccc(F)cc1	?	-1%	-20%
Cc1c(C(=O)N(C)CCOc2ccccc2)oc2c(Cl)cccc12	-19%	·	?
O=C(NCc1nnc(SCc2ccc(F)cc2)n1-c1ccc(F)cc1)C12CC3CC(CC(C3)C1)C2	15µM*	-1%	29µM*
Cc1cc(C(=O)Nc2c(F)cc(F)cc2Br)c(C)o1	?	5%	?
Cc1ccc(O)c(C(=O)c2cnn(C(=O)COc3ccc(Cl)cc3)c2)c1	-28%	3%	-27%
Cc1ccc([N+](=O)[O-])cc1S(=O)(=O)Nc1ccc(C(=O)NCC2CCCO2)cc1 (centres undefined)	-29%	0%	?
Cc1ccc(CS(=O)(=O)c2nc3c(c(N(C)C)n2)CCCC3)cc1	14%	5%	-6%
CCCN1CCN(c2ncnc3sc(C(=O)Nc4ccc(C(C)C)cc4)c(C)c23)CC1	21µM*	1%	?
Cc1cccc(N2C(=O)N3[C@H]4c5ccccc5OC[C@@H]4[C@@H](c4ccccc4)[C@@]3(C)C2=O)c1	-23%	2%	?
Cc1ccc(-n2c(-c3cccc(C)c3)nc3c(cnn3-c3ccccc3)c2=O)cc1	?	0%[2.28 µM]	?
Nc1nc(SCC(=O)N2CCOCC2)n[nH]1	16%	0%	5%
CCCCNC(=O)c1cc2c(=O)n3cccc(C)c3nc2s1	?	-7%	?
O=C(CN1CCN(C/C=C/c2ccccc2)CC1)Nc1cc([N+](=O)[O-])ccc1Cl	?	2%	26µM*
O=C(Cc1coc2cc3c(cc12)CCC3)NC1CCCCCCC1	?	-3%	0.021µM*
CCN(CC)c1ccc(S(=O)(=O)N2CCOCC2)cc1NC(=O)CN1CCN(Cc2ccccc2)CC1	16µM*	8%	15µM*
C[C@@H]1Cn2cnc(C(=O)N[C@@H](C)c3ccccc3)c2C(=O)N1	9%	·	?
COc1ccc(NC(=O)CSCC(=O)NC2(C)CCS(=O)(=O)C2)cc1 (centres undefined)	-12%	5%	0%
COc1ccc(-c2noc(N3CCC(C(=O)NCc4ccc(F)cc4)CC3)n2)cc1	-28%	·	?
Cc1cc2occ(CC(=O)N(C)CC(=O)Nc3cccc(F)c3)c2cc1C	-8%	2%	-22%
O=C(C1CC(=O)N(c2ccc3c(c2)OCCO3)C1)N1CCN(S(=O)(=O)c2ccc(F)cc2)CC1 (centres undefined)	-21%	·	-11%
COc1ccc(NS(=O)(=O)c2cc(NC(=O)CCSc3ccccc3)ccc2OC)cc1	?	-2%	?
CCOc1ncccc1C(=O)Nc1cc(S(=O)(=O)N2CCOCC2)ccc1N1CCCC1	-8%	-8%	-24%
O=c1c(CCc2ccccc2)nc2cnc(N3CCOCC3)nc2n1CCc1ccccc1	4%	·	27%
CCN(CC(=O)Nc1ccc(C(C)=O)cc1)CC(=O)Nc1ccc2c(c1)OCCO2	?	2%	?
COc1ccc2nc(NC(=O)CNS(=O)(=O)c3cccs3)sc2c1	-7%	4%	-11%
O=C(Nc1cccc(C(=O)O)c1)/C(=C\c1ccc2c(c1)OCO2)NC(=O)c1ccccc1Br	-11%	·	1%
CCN(CC)c1nc(-c2nn[nH]n2)nc(N(CC)CC)n1	2%	6%	-2%
O=C(NC(Cc1ccccc1)C(=O)OCC(=O)N1CCc2ccccc21)c1ccco1 (centres undefined)	0%	3%	-25%
NS(=O)(=O)c1ccc(CCNC(=O)CN2CCN(c3cccc(Cl)c3)CC2)cc1	18µM*	3%	16µM*
CS(=O)(=O)c1ccc2nc(NC(=O)Cc3ccccc3)sc2c1	-22%	·	-28%
Cc1ccc(NC2(C#N)CCCC2)cc1	7%	·	7%
Cc1cc(C)c(S(=O)(=O)c2ccccc2)c(OC(=O)c2c(F)cccc2Cl)n1	-13%	2%	-17%
O=C(COC(=O)c1ccc([N+](=O)[O-])cc1)NC1CCCC1	-8%	·	20%
COc1ccc(CCNC(=O)c2c[nH]c3ccc(F)cc3c2=O)cc1OC	?	·	13µM*
N#Cc1ccc(OCC(=O)NNC(=S)NC2CCCCC2)cc1	?	-2%[56.1 µM]	-29%
CCOC(=O)C1CCCN(C(=O)COC(=O)c2cc(=O)c3ccccc3o2)C1 (centres undefined)	-14%	0%	-2%
CN(C)S(=O)(=O)c1ccc2c(c1)nnn2CCNC(=O)Nc1ccc(Br)cc1	0%	6%	-12%
CCCn1c2ccccc2c2cnn(CC(=O)NCCCN3CCCCC3)c(=O)c21	-2%&-2%	0%&6%	-6%&-30%
CCOc1ccc(C2c3c(oc4cc(C)c(C)cc4c3=O)C(=O)N2c2ccccn2)cc1 (centres undefined)	15%	2%	-2%
CCOC(=O)c1cc(-c2cccc(C(F)(F)F)c2)nc2nc(SC)[nH]c(=O)c12	7%	5%	?
COc1cc(C(=O)NCc2ccc3c(c2)OCO3)c([N+](=O)[O-])cc1OC	-5%	3%	-14%
CC(C)C(C)NC(=O)COc1ccc(OCc2ccccc2)cc1 (centres undefined)	?	3%	?
O=C(NC1CCCCC1)C(c1ccc(F)cc1)N(C(=O)c1cccs1)c1ccc2c(c1)OCO2 (centres undefined)	?	-1%	?
CCCN1CCN(CCNC(=O)Nc2cc(OC)cc(OC)c2)CC1	-17%	7%	3%
Cc1cccc2sc(NC(=O)c3cc(S(=O)(=O)N(C)C)ccc3N3CCCC3)nc12	?	5%	18µM*
Cc1cc(-c2nc3ncccc3o2)ccc1NC(=O)COc1cc(C)c(Cl)c(C)c1	-5%	0%	2%
COc1ccc(N2CCN(C(CNC(=O)C(=O)NCCCN(C)C)c3cccnc3)CC2)cc1 (centres undefined)	-3%	0%	-29%
CC(C)(C)c1ccc(NC(=O)C2=CC=CN3CCS(=O)(=O)N=C23)cc1	-20%	-2%[56.1 µM]	?
NC(=O)c1ccc(NC(=O)COc2ccc(-n3cnnn3)cc2)cc1	2%	-17%	12%
CCOCCCN(C(=O)Cn1nnc(-c2ccc(C)o2)n1)C(C(=O)NC1CCCC1)c1ccco1 (centres undefined)	4%	·	-8%
CC1(C)CC(=O)C/C(=N\NC(=S)NCc2ccccc2)C1	-9%	7%	-29%
COc1ccccc1CNC(=O)CCNC(=O)C1CCN(S(=O)(=O)c2ccccc2)CC1	-19%	2%	10%
(continued)
SMILES	TDP1 cell CPT	TDP1 block	TDP1 cell noCPT
COc1ccccc1NC(=S)NC(=O)CCc1ccccc1	-1%	-5%	-4%
Cc1ccc(-c2c[n+]3c(n2-c2ccccc2)CCC3)cc1	1.2µM*	3%	0.65µM*
CCOCCCNC(=O)Cn1nc(Cc2ccncc2)c2ccccc2c1=O	14%	·	-22%
CC1CCC2(CC1)NC(=O)N(Cc1cccc(C(F)(F)F)c1)C2=O (centres undefined)	18µM*	0%	?
Cc1cccc2c1N(Cc1ccccc1OCCC(C)C)C(=O)C2=O	15µM*	13%	12µM*
O=C(Cn1c[n+](CC(=O)c2ccc([N+](=O)[O-])cc2)cn1)c1ccc([N+](=O)[O-])cc1	16µM*	6%	21µM*
O=C(Oc1ccccc1)c1cccc2cccc(C(=O)Oc3ccccc3)c12	?	·	21µM*
CCc1ccc(C(=O)N2CCC(c3nc4ccccc4s3)CC2)cc1	?	-6%	?
COC(=O)c1ccccc1COn1c(=O)c(C)[n+]([O-])c2ccccc21	?	9%	?
CCOc1ccccc1NC(=O)c1ccc2c(c1)C(=O)N(CC(C)C)C2=O	6%	·	4%
CCN(CC)c1ccc(NC(=O)C2CC3CCC2C3)cc1 (centres undefined)	?	-2%	?
c1ccc(CCNc2ccccn2)nc1	0%	·	2%
CCOC(=O)C1C(=O)C=C(c2ccc(C)cc2)CC1c1ccco1 (centres undefined)	?	2%	?
Cc1cc(C)c(/C([O-])=C(/C(=S)Nc2ccc(SC(F)F)cc2)[n+]2ccccc2)cc1C	?	9%	-77%
Cc1ccccc1NC(=O)CSc1nc2[nH]c(=O)cc(O)c2s1	13%	0%	2%
COc1ccc(C)cc1NC(=O)COC(C)=O	-15%	3%	-2%
CC(=O)SC[C@@H](Cc1ccccc1)C(=O)NCC(=O)OCc1ccccc1	-7%[21.1 µM]	15%[21 µM]	-25%[21.1 µM]
CCOC(=O)c1ccc(NC(=O)N2C3CCCC2CC(NC(C)=O)C3)cc1 (centres undefined)	7%	·	-1%
O=C1N=c2ccccc2=C1c1[nH]c(=S)[nH]c1O	?	-14%	?
Cc1ccccc1OCC(=O)NCC(=O)OCC(=O)c1ccc(Br)cc1	6%	1%	2%
Cc1cc(C)n(-c2ccc(Cl)c(C(=O)O)n2)n1	-8%	6%	2%
COc1ccc(C(=O)Nc2ccccc2NC(=O)c2ccc(OC)cc2)cc1	-16%	·	-29%
CC1CCN(S(=O)(=O)c2cc([N+](=O)[O-])ccc2Cl)CC1	-17%	3%	?
COc1ccccc1-c1nc(S(=O)(=O)c2ccccc2)c(N2CCCCC2)o1	?	·	?
CNCCCOc1cc(C)cc(C)c1C	?	-6%	?
Cc1cc(=O)oc2c1c(C(F)(F)F)nn2-c1ccccc1	3%	4%	-23%
COc1ccc(CCn2c(=S)[nH]c(=O)c3c(C)cc(C)nc32)cc1OC	2%	-1%	-19%
CCN(CC)C(=O)CSc1nc(-c2ccco2)cc(C(F)(F)F)c1C#N	?	4%[56.1 µM]	?
Cc1ccc(C2C=C(c3ccccc3)Nc3nc(NS(=O)(=O)c4ccccc4)nn32)cc1 (centres undefined)	-59%	2%	?

In the list so far, 4 contain a COOH group:
SMILES	TDP1 cell CPT	TDP1 block	TDP1 cell noCPT
O=C(O)CC(NC(=O)Cc1ccccc1)c1ccccc1 (centres undefined)	-5%	6%	-2%
C=Cc1ccc(Cn2c(C)c(CNCCc3ccc(OCC)cc3)c(C(=O)O)c2C)cc1	?	5%	?
O=C(Nc1cccc(C(=O)O)c1)/C(=C\c1ccc2c(c1)OCO2)NC(=O)c1ccccc1Br	-11%	·	1%
Cc1cc(C)n(-c2ccc(Cl)c(C(=O)O)n2)n1	-8%	6%	2%

Sorted by heavy-atom count (falling): 11 of the compounds above
SMILES	TDP1 cell CPT	TDP1 block	TDP1 cell noCPT
Cc1ccc(C2C=C(c3ccccc3)Nc3nc(NS(=O)(=O)c4ccccc4)nn32)cc1 (centres undefined)	-59%	2%	?
Cc1cc(C)c(/C([O-])=C(/C(=S)Nc2ccc(SC(F)F)cc2)[n+]2ccccc2)cc1C	?	9%	-77%
COc1ccccc1-c1nc(S(=O)(=O)c2ccccc2)c(N2CCCCC2)o1	?	·	?
CC(=O)SC[C@@H](Cc1ccccc1)C(=O)NCC(=O)OCc1ccccc1	-7%[21.1 µM]	15%[21 µM]	-25%[21.1 µM]
CCN(CC)C(=O)CSc1nc(-c2ccco2)cc(C(F)(F)F)c1C#N	?	4%[56.1 µM]	?
CCOC(=O)C1C(=O)C=C(c2ccc(C)cc2)CC1c1ccco1 (centres undefined)	?	2%	?
Cc1ccccc1NC(=O)CSc1nc2[nH]c(=O)cc(O)c2s1	13%	0%	2%
Cc1cc(=O)oc2c1c(C(F)(F)F)nn2-c1ccccc1	3%	4%	-23%
CC1CCN(S(=O)(=O)c2cc([N+](=O)[O-])ccc2Cl)CC1	-17%	3%	?
Cc1cc(C)n(-c2ccc(Cl)c(C(=O)O)n2)n1	-8%	6%	2%
c1ccc(CCNc2ccccn2)nc1	0%	·	2%

Source: PubChem BioAssay (National Center for Advancing Translational Sciences (NCATS))
